Screens: PubChem, Fisher Drug Discovery Resource Center
mcGAS MS inh = mouse cGAS inhibition by mass spec. AID 1259397. Q8C6L5. 130,000 compounds, 0.18% hits. recombinant mouse cGAS, cGAMP by RapidFire MS. inhibition, % at 12.5 µM;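 active means inhibition of cGAS enzyme activity at or above 60%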;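 further: enzyme stimulated by 45 bp dsDNA with ATP and GTP substrates; cGAMP share of summed cGAMP plus half ATP and half GTP signals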
Target sequence (Q8C6L5 whole entry, looked up): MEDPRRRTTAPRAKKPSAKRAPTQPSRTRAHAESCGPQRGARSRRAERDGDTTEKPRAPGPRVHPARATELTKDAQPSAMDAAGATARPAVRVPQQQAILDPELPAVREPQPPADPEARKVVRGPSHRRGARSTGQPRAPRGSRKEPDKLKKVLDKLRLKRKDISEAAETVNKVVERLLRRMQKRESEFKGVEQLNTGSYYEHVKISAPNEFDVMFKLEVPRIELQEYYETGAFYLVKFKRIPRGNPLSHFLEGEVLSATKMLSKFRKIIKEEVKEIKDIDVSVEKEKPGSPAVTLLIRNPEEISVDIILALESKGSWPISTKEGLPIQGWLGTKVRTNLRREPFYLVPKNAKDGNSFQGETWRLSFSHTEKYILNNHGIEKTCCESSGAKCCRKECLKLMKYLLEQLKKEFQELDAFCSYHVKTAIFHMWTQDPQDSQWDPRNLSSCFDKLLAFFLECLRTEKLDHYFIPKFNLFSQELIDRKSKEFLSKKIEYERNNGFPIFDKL
* marks the source's active call; other numbers are inactive results; & = joins results of further samples. A portion of the library, so the mix of outcomes need not match the whole.

SMILES	mcGAS MS inh
CCN=c1scc(-c2ccc(Br)cc2)n1N=Cc1ccc2c(c1)OCO2	-18
O=C(Cn1ncc(N2CCCC2)cc1=O)OCc1ccccc1	5
CCN1C(=O)C(=C2SC(=S)N(C3CCS(=O)(=O)C3)C2=O)c2ccccc21 (configuration not stated)	-12
CCOc1ccc(NC(=O)NCC2COC(C)(C)O2)cc1F (configuration not stated)	-67
O=C(NCCn1cccn1)C1(N2CCCCC2)Cc2ccccc2C1	-4
C=CCn1c(=NC(=O)c2ccc(F)cc2)sc2cc(S(C)(=O)=O)ccc21	-8
COCc1ncc(CN2CC[C@@H](c3ccc(F)cc3)[C@H](O)C2)cn1	-3
Cc1ccccc1CN1C(=O)C(C)Oc2ccc(F)cc21 (configuration not stated)	-4
O=C(NCCOc1ccccc1F)N1CCN(S(=O)(=O)c2cccc([N+](=O)[O-])c2)CC1	-3
COc1ccccc1OCc1nnc(-c2ccccc2Cl)o1	4
COc1cc(NC(=O)C2CC(=O)N(c3cccc(SC)c3)C2)ccc1N1CCCC1=O (configuration not stated)	8
O=C(O)CC(c1ccc(Cl)nc1)c1c[nH]c2ccc([N+](=O)[O-])cc12 (configuration not stated)	5
CSc1cccc(NC(=O)/C=C/c2ccc3c(c2)OCO3)c1	3
O=c1[nH]c2ccc(S(=O)(=O)Nc3ccccc3-c3cccs3)cc2o1	-2
CC(=O)Nc1ccc(CN2CCn3c(nnc3C(=O)NCC3CC3)C2)cc1	-2
COC(=O)c1nnn(-c2nonc2OC)c1C	-5
OC(c1ccccc1)c1ncc(-c2ccc(Cl)cc2)[nH]1 (configuration not stated)	-3
Cc1cc(=O)oc2c(C(=O)/C=C/c3ccccn3)c(O)ccc12	-14
O=c1oc2ccccc2cc1-c1csc(NN=Cc2ccccc2)n1	-7
O=C1CCC2(CCN1)CCN(C(=O)Cc1ccc(O)c(Cl)c1)CC2	-6
O=C(NC(c1ccccc1)c1cnccn1)C1CCN(CCCOc2ccccc2)CC1 (configuration not stated)	-3
O=C(NCCCn1nnc2ccccc21)c1cccc2ccnn12	-5
N#CC(=Cc1cc(Br)cc(Br)c1O)c1nc2ccccc2[nH]1	-1
Nc1ccn(Cc2ccccc2Cl)n1	-3
COc1ccc(CNC(=O)Cn2c(=O)c3c(ncn3C)n(C)c2=O)cn1	-6
c1coc(CN=C2NN=C(c3ccc4c(c3)OCCCO4)CS2)c1	-1
CC(C)CN1CC(C(=O)N2CCc3c(ncnc3N(C)C)C2)CC1=O (configuration not stated)	-16
CC(C)c1nccc(CN2CC[C@H](CO)[C@H](O)C2)n1	-19
O=C(c1csc(-c2cc3ccccc3[nH]2)n1)N1CCN(CCc2ccccc2)CC1	-6
O=C(CCN1CCCCO1)NC1CCCN(Cc2ccccc2F)C1 (configuration not stated)	-12
CCNS(=O)(=O)c1cccc(C(=O)N(C2CC2)C(C)C(C)C)c1 (configuration not stated)	-10
CCc1ccc(-c2noc(CCC(=O)NC(C)c3ccc(S(N)(=O)=O)cc3)n2)cc1 (configuration not stated)	1
CCNC(=O)NC(=O)CSc1nnc(-c2ccc(OC)cc2)n1CC1CCCO1 (configuration not stated)	-4
CCN1CCN(CC(C)CNC(=O)Nc2cc(OC)ccc2C)CC1 (configuration not stated)	-9
CCn1ccnc1-c1cccc(NC(=O)N[C@@H]2C=C[C@H](CO)C2)c1	-5
CC(NC(=O)NCc1ccccn1)c1ccccc1Cl (configuration not stated)	-14
O=C(CSc1nnc(Cc2cccnc2)c(=O)[nH]1)c1cccs1	-9
CCc1ccc(S(=O)(=O)N2CC(=O)Nc3ccccc32)cc1	2
O=S1(=O)CCN2N=C(SCc3ccc(Cl)cc3)SC2=N1	2
COc1cnc(NS(=O)(=O)c2ccc(N)cc2)nc1	-4
COc1ccc(NC(=O)CCC2CCCN(Cc3ccc(F)c(OC)c3)C2)c(C)c1 (configuration not stated)	-8
Cc1cccc(C)c1OCCOCC(O)CN1CCN(c2ccccn2)CC1 (configuration not stated)	-4
CCc1nc(-n2ccc3nc4ccn(C5CCCCCC5)c(=O)c4cc3c2=O)n[nH]1	-5
O=C(c1cnc(-c2ccccn2)s1)N1CCN(CCO)CC1	-30
CCCC(C)NC(=O)C1CCN(S(=O)(=O)c2cc(Cl)ccc2Cl)CC1 (configuration not stated)	-3
Cc1c(C)n2c3c(=O)[nH]c(=O)n(C)c3nc2n1C(C)c1ccccc1 (configuration not stated)	0
OC12CC3CC(C1)CC(c1ccc(N=Cc4cccs4)cc1)(C3)C2	-3
Cc1cccc(C(=O)N2CCC(O)CC2)c1NS(=O)(=O)c1ccccc1C(F)(F)F	-15
COc1ccc(-c2nc(CN(Cc3c(C)nn(C)c3C)C3CC3)c(C)o2)c(C)c1C	-3
O=[N+]([O-])c1ccc(NN=C2CCCCc3ccccc32)cc1	-2
Cc1cc(C(=O)CSc2nnc(C3CC3)o2)c(C)n1Cc1ccco1	-3
CC(Cn1cccn1)n1cnc2ccc(F)cc2c1=O (configuration not stated)	5
O=C(NCCO)c1cc2n(n1)CCCN(c1nc3ccccc3s1)C2	-9
CCOC(=O)c1sc2nc(/C=C/c3ccc(OC)c(O)c3)[nH]c(=O)c2c1C	-9
CCCc1cc(CNC(=O)c2ccc(N3CCC(C(C)N(C)C)CC3)nc2)on1 (configuration not stated)	-14
O=[N+]([O-])c1c[n+]([O-])n(-c2cccc(C(F)(F)F)c2)n1	-12
CCS(=O)(=O)Oc1ccc(CNC2CC2)cc1	-11
O=C(CCC1CCCO1)N1CCCN(Cc2cscn2)CC1 (configuration not stated)	-6
Cc1nsc(NC(=O)N2CCN(Cc3ccc(F)cc3)C(=O)C2)n1	-12
Cc1c(C)n2c3c(=O)n(CCCO)c(=O)n(C)c3nc2n1C(C)C	-7

Continuation:
SMILES	mcGAS MS inh
CCn1cc2nc(OC)c(CNC(=O)c3cn4c(C)cccc4n3)cc2c1O	12
C=CCn1c(=NC(=O)c2ccc3ncsc3c2)sc2cc(S(C)(=O)=O)ccc21	-7
O=C1CC(c2cccs2)CC2=Nc3ccccc3NC(c3ccsc3)C12 (configuration not stated)	-1
CN1CCN(c2cc(=O)n(-c3ccccc3Cl)c(=O)[nH]2)CC1	6
O=C(Nc1cn[nH]c1)c1ccc(F)c(S(=O)(=O)NC2CC2)c1	-5
O=C(CCN1CC=CCC1)N1CCCc2ccccc21	-6
COc1ccc(S(=O)(=O)N2CCCCCC2)cc1NC(=O)CCl	0
Cc1cccc(NC(=O)CN(C)C(=O)C2CCCC2)c1C	-7
CC1(C(=O)NS(=O)(=O)c2ccccc2Cl)CCN1C(=O)CCC1CCCC1 (configuration not stated)	-1
CC1=NN(c2ccc(C(=O)NC3(c4ccc(F)cc4)CCC3)cc2)CC1	-19
OCc1cc(Br)ccc1O	3
O=C(CC1C(=O)NCCN1Cc1ccc(F)cc1)NC1(CO)CCCC1 (configuration not stated)	-7
CCc1cc(CN(C)C(=O)c2cn3c4c(cccc4c2=O)CC3)on1	-12
Cn1ccc2c(C(=O)NS(=O)(=O)N3CCCC3)cccc21	-2
Cc1nnsc1CN(C)Cc1cccc(C(=O)Nc2cnn(C)c2)c1	-13
CCCn1ncc(CN2CCCC(C(=O)c3ccc4cc(OC)ccc4c3)C2)c1C (configuration not stated)	-10
Cc1ccc2nc(SC(C(=O)N(C)C)c3ccccc3)[nH]c2c1 (configuration not stated)	3
O=C(c1ccc2c(c1)OCO2)N1CCCC(OCc2ccc(F)cc2F)C1 (configuration not stated)	-5
COC(=O)c1cccc(C(=O)NC(C)c2ccc(O)c(F)c2)c1 (configuration not stated)	-3
O=C(Cn1cnc2sccc2c1=O)Nc1nc(-c2ccccc2Cl)cs1	-4
Cc1ccc(C)c(CSc2nncn3c2cc2oc(C)cc23)c1	-4
COC(=O)c1ccc(-c2noc(CN3CC=CC3)n2)cc1	-7
CCc1nc(N)sc1C(=O)NCc1ccc2c(c1)n(C)c(=O)n2C	-19
CCC(C(=O)Nc1cc(Br)c(=O)n(C)c1)c1ccccc1 (configuration not stated)	-10
COc1ccc(Cl)cc1NC(=O)c1cccnc1N(C)C	-18
CC(C)(C)c1nnc2n1N=C(c1ccc(Br)s1)CS2	6
Cc1ccc(NC(=O)CNCCOc2ccccc2)c(C)c1	-24
CCC(C)CNc1nnn(CC)n1 (configuration not stated)	-1
COc1ccc(NC(=O)CSCCOc2ccc(OC)cc2)cc1	-2
Clc1ccccc1-c1nnc2sc(-c3cccnc3)nn12	2
O=S(=O)(CCc1ccccn1)Oc1cccc(OS(=O)(=O)CCc2ccccn2)c1	-2
CCN1CCN(C(=O)c2cn3c(n2)CCC(c2ccccc2C)C3)CC1 (configuration not stated)	-13
O=S(=O)(NCc1cn2ccccc2n1)c1ccccc1F	-6
Oc1ccc(CC2COCC(Cc3ccc(O)cc3)C2)cc1 (configuration not stated)	-9
Cc1ccc(SCc2cc(=O)n(-c3nc4ccccc4[nH]3)[nH]2)cc1	-12
CC1CCC2(CC1)NC(=O)N(CC(=O)NCC(C)c1ccccc1)C2=O (configuration not stated)	-4
CCOc1ccccc1NC(C)c1ccc(F)cc1 (configuration not stated)	18
CSCCCNC(=O)CC1C(=O)NCCN1Cc1cccc(C(F)(F)F)c1 (configuration not stated)	-15
CC(NC(=O)CCn1cncn1)c1cccc(Br)c1 (configuration not stated)	-3
CCCCn1c(=S)[nH]c2cc(S(=O)(=O)N(CC)CC)ccc21	-17&5
Cc1ccc(C(=O)N2CCCC3(CCNCC3)CC2)cc1Cl	-12
O=C(CCC1CCN(C(=O)c2cccnc2)CC1)NC1CCN(Cc2ccccc2)C1 (configuration not stated)	-13
O=C(CCN1C(=O)NC2(CCCC2)C1=O)Nc1nc(-c2ccc(Cl)s2)cs1	-4
Cc1n[nH]c(C)n1	6
COc1cccc(NC2CCN(C(=O)c3ccc(F)c(F)c3)CC2)c1	-13
Cc1ccc(CC(=O)NCC(C)N2CCN(C)CC2)cc1 (configuration not stated)	-13
Cc1cccc(C(=O)Nn2cnc3c(cnn3C(C)(C)C)c2=O)c1	-8
CCCCNC(=O)c1nn(-c2ccccc2C)c(=O)cc1OC	-26
CC(C)C(C)N(CCS(=O)(=O)c1ccc(Cl)cc1)C1CC1 (configuration not stated)	-3
CCn1c(=O)n(CC(=O)NC2CCCC(C)C2)c2ccccc21 (configuration not stated)	0
COCCN(Cc1ccc(F)cc1Cl)c1cc(Cl)nc(N)n1	-9
C1=CC2C(C1)CC2NCCc1nnc2ccccn12 (configuration not stated)	-6
CN1C(=CC=NNc2ccccn2)C(C)(C)c2ccccc21	2
O=C(CCCC(=O)N1CCCC1c1nnc2c(C(F)(F)F)cccn12)c1ccccc1 (configuration not stated)	-3
CN1C(=O)/C(=C/C=C2/SCCN2C)OC1=S	-13
CSCC(=O)N(C)C1CCCN(Cc2ccccc2F)C1 (configuration not stated)	-11
CC(=O)NCCNc1cc(N2CCCC2)nc(C)n1	0
CC1(C)S[C@@H]2[C@H](NC(=O)C(C(=O)O)c3ccccc3)C(=O)N2[C@H]1C(=O)O (some centres not stated)	-4&1
c1ccc(CCn2cnnc2CNC2CCC3(CCNCC3)CC2)cc1	-7
O=C(NCCc1ccc(F)cc1)c1csc(-c2ccc(O)cc2)n1	-1

Additional structures follow.
SMILES	mcGAS MS inh
Cc1noc(C2CCCN(CN3C(=O)OCC3c3ccccc3)C2)n1 (configuration not stated)	-5
O=C1NC(c2ccccc2)=C(C(=O)C(F)(F)F)C(c2ccccc2I)N1 (configuration not stated)	-10
Cn1ccnc1C(NC(=O)Cc1ccccn1)C1CC1 (configuration not stated)	-24
Fc1ccc(-c2nccn2CCCc2nn[nH]n2)c(Cl)c1	-15
Cn1cnc(SCC#CCSc2ncn(C)n2)n1	-34
CCC1CCCCN1Cc1nc2c(c(=O)n(C)c(=O)n2C)n1CCc1ccccc1 (configuration not stated)	6
Cc1cccn2c(=O)nc(SCc3ccc(F)cc3)nc12	-16
COc1ccc(C(=O)N2CCC(c3ccc(F)cc3)CC2)c(OC)c1	4

By substructure, the entries above containing a Cl atom (19)
SMILES	mcGAS MS inh
COc1ccccc1OCc1nnc(-c2ccccc2Cl)o1	4
O=C(O)CC(c1ccc(Cl)nc1)c1c[nH]c2ccc([N+](=O)[O-])cc12 (configuration not stated)	5
OC(c1ccccc1)c1ncc(-c2ccc(Cl)cc2)[nH]1 (configuration not stated)	-3
O=C1CCC2(CCN1)CCN(C(=O)Cc1ccc(O)c(Cl)c1)CC2	-6
Nc1ccn(Cc2ccccc2Cl)n1	-3
CC(NC(=O)NCc1ccccn1)c1ccccc1Cl (configuration not stated)	-14
O=S1(=O)CCN2N=C(SCc3ccc(Cl)cc3)SC2=N1	2
CCCC(C)NC(=O)C1CCN(S(=O)(=O)c2cc(Cl)ccc2Cl)CC1 (configuration not stated)	-3
CN1CCN(c2cc(=O)n(-c3ccccc3Cl)c(=O)[nH]2)CC1	6
COc1ccc(S(=O)(=O)N2CCCCCC2)cc1NC(=O)CCl	0
CC1(C(=O)NS(=O)(=O)c2ccccc2Cl)CCN1C(=O)CCC1CCCC1 (configuration not stated)	-1
O=C(Cn1cnc2sccc2c1=O)Nc1nc(-c2ccccc2Cl)cs1	-4
COc1ccc(Cl)cc1NC(=O)c1cccnc1N(C)C	-18
Clc1ccccc1-c1nnc2sc(-c3cccnc3)nn12	2
Cc1ccc(C(=O)N2CCCC3(CCNCC3)CC2)cc1Cl	-12
O=C(CCN1C(=O)NC2(CCCC2)C1=O)Nc1nc(-c2ccc(Cl)s2)cs1	-4
CC(C)C(C)N(CCS(=O)(=O)c1ccc(Cl)cc1)C1CC1 (configuration not stated)	-3
COCCN(Cc1ccc(F)cc1Cl)c1cc(Cl)nc(N)n1	-9
Fc1ccc(-c2nccn2CCCc2nn[nH]n2)c(Cl)c1	-15
